Source: PubChem
NCOA3 inh: SRC3 coactivator transcriptional activity inhibitors, primary screen, cell-based, luminescence; HEK293 GAL4-SRC3 luciferase reporter; AID 588352, 2011; 360,000 tested, 0.17% active; Nuclear receptor coactivator 3 (Homo sapiens), Q9Y6Q9; inhibition, % at 3.6 µM;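 active = inhibition above a per-campaign cutoff, the mean of all compounds plus 3 SD, cut at about 60% in these data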;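 note: 0% = DMSO-treated cells and 100% = gossypol-treated cells at 36 µM; higher means less SRC3-driven luciferase light from the GAL4 reporter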
SRC1 inh: SRC1 coactivator transcriptional activity inhibitors, primary screen, cell-based, luminescence; Nuclear receptor coactivator 1 (Homo sapiens), Q15788; HEK293 GAL4-SRC1 luciferase reporter; inhibition, % at 3.6 µM; 360,000 tested, 0.12% active; AID 588354, 2011;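 active = inhibition above the campaign mean plus 3 SD, with each screening campaign given its own cutoff, cut at about 60% in these data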;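 note: 0% = DMSO treated cells and 100% = gossypol at 36 µM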
CF NFkB inh: inhibitors of PAF-induced NF-kB signaling, primary screen, cell-based, GFP fluorescence, uHTS; KKLEB NF-kB-GFP reporter, GFP fluorescence overnight; inhibition, % at 5 µM; 360,000 tested, 0.86% active; AID 588850, 2011;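 active = at least 50% inhibition at 5 µM, scaled per plate between neutral and stimulator controls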;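 note: PAF is a Pseudomonas aeruginosa culture filtrate used as stimulus; plate controls were PAF-stimulated DMSO wells for no effect and unstimulated DMSO wells for full effect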
TWEAK-Fn14 inh: inhibitors of TWEAK-Fn14 signaling, primary screen, luciferase reporter cells, uHTS. AID 1159606, 2016. TWEAK-stimulated Fn14 reporter cells, luciferase luminescence, 8 h. 360,000 tested, 2% active. inhibition, % at 10 µM; in the data active = inhibition above about 50%
EBV LMP1 NFkB: EBV LMP1-driven NF-kappaB luciferase reporter inhibitors, primary screen, cell-based, luminescence, single point | LMP1-induced NF-kappaB luciferase reporter cells | inhibition, % at 12.5 µM | 350,000 tested, 0.69% active | AID 504558, 2011; in the data active = inhibition above about 41%;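 note: 0% = neutral control wells and 100% = reference inhibitor control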
NR5A2 inv ag: LRH-1 (NR5A2) inverse agonists, primary screen, cell-based, luminescence, HEK293T, StAR-luciferase reporter; Nuclear receptor subfamily 5 group A member 2 (Homo sapiens), O00482; LRH-1 transfected, 24 h; inhibition, % at 3.6 µM; 360,000 tested, 0.13% active;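 active = inhibition above the mean inhibition of all tested compounds plus 3 SD, cut at about 73% in these data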;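 note: 0% = DMSO wells and 100% = reporter-only cells lacking LRH-1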
NR2F2 inh: NR2F2 transcriptional activity inhibitors, primary screen, cell-based, luciferase reporter, HEK293T, luminescence; COUP transcription factor 2 (Homo sapiens), P24468; 370,000 tested, 0.7% active; AID 686940, 2013; inhibition, % at 8.6 µM; HEK293T NGFI-A luciferase reporter;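 active = inhibition above a per-plate cutoff, mean inhibition of test wells between control levels plus 3 SD, cut at about 38% in these data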;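 note: cells cotransfected with COUP-TFII expression vector driving the NGFI-A reporter; 0% = median of COUP-TF2 test wells and 100% = reporter-only cells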
TRAIL sens C8: viability loss with TRAIL in NB7+C8 cells, primary screen, TRAIL sensitizer project, cell-based, ATPlite luminescence | inhibition (viability loss, TRAIL sensitization), % at 10 µM | 360,000 tested, 1% active | AID 624354, 2012;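 active = compounds causing at least 50% loss of cell viability in the single-dose screen, relative to plate controls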
SRC2 inh: inhibition of GAL4-SRC2 driven luciferase reporter, primary screen, SRC2 inhibitor project, cell-based, luminescence; HEK293 GAL4-SRC2 luciferase reporter; AID 651957, 2012; inhibition, % at 9 µM; 370,000 tested, 0.17% active; Nuclear receptor coactivator 2 (Homo sapiens), Q15596;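 active = inhibition above the mean inhibition of all tested compounds plus 3 SD, set per campaign, cut at about 52% in these data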;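 note: 0% = DMSO treated cells and 100% = cells given Gossypol at 36 µM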
Target sequence (Q15596 whole entry, looked up, the tested form may be a part): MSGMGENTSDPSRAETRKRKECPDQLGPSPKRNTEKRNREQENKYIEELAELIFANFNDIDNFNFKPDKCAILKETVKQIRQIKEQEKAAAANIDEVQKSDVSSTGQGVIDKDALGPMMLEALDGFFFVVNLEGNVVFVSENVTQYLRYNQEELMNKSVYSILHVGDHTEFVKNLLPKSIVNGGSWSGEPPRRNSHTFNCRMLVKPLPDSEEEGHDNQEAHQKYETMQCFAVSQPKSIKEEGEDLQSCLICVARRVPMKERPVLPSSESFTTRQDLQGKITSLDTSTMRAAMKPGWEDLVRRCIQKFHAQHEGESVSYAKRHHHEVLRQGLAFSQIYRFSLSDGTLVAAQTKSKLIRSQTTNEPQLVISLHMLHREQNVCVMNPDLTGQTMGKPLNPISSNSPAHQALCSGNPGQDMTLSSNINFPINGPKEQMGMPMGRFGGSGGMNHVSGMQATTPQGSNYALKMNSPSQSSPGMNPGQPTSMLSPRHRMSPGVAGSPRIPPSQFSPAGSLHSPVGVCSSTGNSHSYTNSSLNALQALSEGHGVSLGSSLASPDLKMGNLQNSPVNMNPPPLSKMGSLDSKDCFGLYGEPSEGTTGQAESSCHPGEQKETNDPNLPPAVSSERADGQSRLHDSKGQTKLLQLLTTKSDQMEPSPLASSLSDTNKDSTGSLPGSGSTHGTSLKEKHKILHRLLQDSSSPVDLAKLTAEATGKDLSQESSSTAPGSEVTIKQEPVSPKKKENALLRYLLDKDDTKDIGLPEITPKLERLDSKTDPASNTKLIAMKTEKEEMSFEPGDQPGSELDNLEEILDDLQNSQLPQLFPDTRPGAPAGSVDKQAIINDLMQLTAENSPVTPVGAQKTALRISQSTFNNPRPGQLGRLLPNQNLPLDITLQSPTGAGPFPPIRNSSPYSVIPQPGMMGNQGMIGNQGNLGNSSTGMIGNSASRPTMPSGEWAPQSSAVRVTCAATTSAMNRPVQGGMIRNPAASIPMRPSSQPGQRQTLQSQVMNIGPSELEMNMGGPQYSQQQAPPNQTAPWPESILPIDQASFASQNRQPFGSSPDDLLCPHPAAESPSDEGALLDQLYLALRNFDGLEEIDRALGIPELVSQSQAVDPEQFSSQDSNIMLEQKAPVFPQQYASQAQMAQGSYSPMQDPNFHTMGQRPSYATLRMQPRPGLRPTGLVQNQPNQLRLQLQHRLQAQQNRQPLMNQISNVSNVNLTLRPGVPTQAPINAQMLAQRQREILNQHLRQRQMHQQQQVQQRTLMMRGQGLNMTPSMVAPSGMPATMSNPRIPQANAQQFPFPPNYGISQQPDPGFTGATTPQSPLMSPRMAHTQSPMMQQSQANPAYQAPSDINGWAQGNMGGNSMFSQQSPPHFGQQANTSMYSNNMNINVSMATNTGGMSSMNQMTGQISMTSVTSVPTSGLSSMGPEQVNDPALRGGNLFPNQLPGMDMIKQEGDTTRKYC
KKLEB cytotox: cytotoxicity in KKLEB CF airway cells, primary screen, cytotoxicity control for CF NF-kB inhibitor project, cell-based, uHTS, fluorescence assay plates | activity change (cytotoxicity), % at 5 µM | KKLEB CF airway cells viability, ATPlite luminescence, overnight; stronger effect = lower value; cells stimulated with P. aeruginosa culture filtrate | 360,000 tested, 0.36% active | AID 602141, 2011;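 active = corrected activity change at or below -50% at 5 µM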
TROY NFkB inh: inhibitors of TROY-driven NF-kB signaling, primary screen, Q293 LMP1-TROYcd cells, NF-kB luciferase, uHTS. 360,000 tested, 0.98% active. inhibition, % at 10 µM. Q293 LMP1-TROYcd NF-kB luciferase reporter, 4 h;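 active = compounds whose plate-normalised and pattern-corrected inhibition of the luciferase reporter signal at the single screening dose is 50% or more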
* hit, by the source's call; x = not tested or not shown.

SMILES	NCOA3 inh	SRC1 inh	CF NFkB inh	TWEAK-Fn14 inh	EBV LMP1 NFkB	NR5A2 inv ag	NR2F2 inh	TRAIL sens C8	SRC2 inh	KKLEB cytotox	TROY NFkB inh
COc1ccc(C2=NN(C(=O)c3ccccc3)C(c3cccc([N+](=O)[O-])c3)C2)cc1 (stereo not drawn)	22	-14	2	3	-6	-3	19	12	-5	6	2
O=S(=O)(/N=C(/Nc1cccnc1)c1ccccc1)c1ccc(F)cc1F	-6	8	5	6	-7	-1	-10	-5	14	0	3
CCN(CC)C1CC(=O)N(c2cccc(Cl)c2)C1=O (stereo not drawn)	2	7	23	-7	10	13	13	-2	3	-3	-11
O=C(NCCO)c1ccc2[nH]c3ccccc3c2c1	-13	-7	-5	-1	8	-29	-8	-27	-41	6	-17
CSc1ccc(S(=O)(=O)N2CCC(C(=O)Nc3ccccc3C(F)(F)F)CC2)cc1	-2	-13	13	10	-8	3	21	6	3	0	3
COCCN1CCn2c(nc3cc(NC(=O)NC4CCCCC4)ccc32)C1	-4	-25	0	-2	7	3	-12	-9	-25	-9	-16
CCOC(=O)[C@]12Cc3c(cc(OC)c(OC)c3OC)[C@H]1N(Cc1ccccc1)C(=O)c1cc(F)c(F)cc12	x	x	x	11	x	3	12	-1	-23	x	2
COc1ccc(N(CC(=O)N/N=C(\C)c2ccc(OC)c(OC)c2)S(=O)(=O)c2ccccc2)cc1	-14	4	12	-1	8	-15	-5	10	8	-2	13
COc1cccc(CNC(=O)c2cc(COc3c(F)cccc3F)on2)c1	1	-21	-12	-2	1	-26	-18	-6	2	-20	-45
COc1ccc(N2CCN(C(=O)c3cc([N+](=O)[O-])ccc3N3CCN(CCO)CC3)CC2)cc1	20	-21	5	-2	3	10	5	3	15	6	2
CCOC(=O)c1cc(-c2ccc(OC(F)F)cc2)nc2c1c(=O)[nH]c(=O)n2C	11	11	11	-24	14	-1	-3	-6	-6	-10	-3
O=c1cc(O)c2c(=O)n(Cc3ccccc3)c3ccccc3c2o1	0	-6	-20	2	-3	-2	8	-4	-8	4	5
CC(=O)Nc1ccc(S(=O)(=O)N(C)CC(=O)NNC(=O)Cc2nc3ccccc3n2C)cc1	-3	-16	-5	-11	-3	11	5	8	-2	11	-1
CCOC(=O)C1CCN(C(=O)/C=C/c2ccc(OC)cc2)CC1	-52	-91	-17	-15	2	-167	-8	9	2	5	-31
CCCCn1c(/N=C/c2ccccc2NS(=O)(=O)c2ccc(C)cc2)nc2ccccc21	17	8	45	40	3	40	27	-14	24	0	0
O=Cc1c(N2CCN(CCO)CC2)nc2ccccn2c1=O	12	-6	1	0	1	11	6	0	-17	0	-2
COC(=O)c1cn(NC(=O)Cc2c(F)cccc2Cl)c(=O)c2ccccc12	13	-18	2	-4	-5	13	-37	5	-7	-2	4
c1cn(-c2ncnc3sc4c(c23)CCCC4)cn1	19	29	44	17	10	-26	16	-16	35	-5	5
O=C(CNC(=O)c1ccc(F)cc1)N/N=C/c1cccnc1	12	-10	4	8	-9	-21	-19	-35	4	1	-4
Cc1ccc(F)cc1CNC(=O)C1CCC(=O)N(C2CC2)C1 (stereo not drawn)	10	-2	14	-10	-1	18	-1	-12	-1	-1	-5
CCN(CC)c1ccc(/C=N/OC(C)C(=O)Nc2ccc(C)cc2)cc1 (stereo not drawn)	4	-11	5	7	-3	0	3	14	-6	3	6
CCc1ccc([C@@H]2CC=C(C(=O)O)[C@H](c3ccc(Cl)cc3)N2S(=O)(=O)c2ccc(C)cc2)cc1	-47	-14	34	11	5	-12	-6	-4	-8	16	34
CCOc1cc(-c2nc3ccccc3s2)ccc1O	-49	-47	-1	2	-21	-56	-31	-13	-22	-14	-54
COc1ccc2c(c1)C(c1ccc(Cl)cc1)NC(=O)C2 (stereo not drawn)	11	0	-19	10	-11	4	14	-10	-14	-2	-14
CCc1ccc(/C=C2/SC(N3CCOCC3)=NC2=O)cc1	8	-16	-11	-13	5	3	8	-3	-34	-1	-48
COc1c2c(cc(O)c1C(C)=O)OC(C)(C)C=C2	1	8	-12	-9	1	19	-1	-6	17	6	-4
Cc1cc(OCC(=O)Nc2ccc3c(c2)OCCO3)ccc1Cl	-52	9	-14	-36	10	26	-3	13	-7	0	-40
COC(=O)C1=C(N)N(c2ccccc2C(F)(F)F)C2=C(C(=O)CCC2)C1c1ccc2c(c1)OCO2 (stereo not drawn)	-8	-5	-4	8	3	0	2	-9	11	4	10
CCOC(=O)c1[nH]c2cc3c(cc2c1NC(=O)CN1CCCC1)OCO3	-17	5	11	-7	-2	26	-3	-12	-36	-6	6
N#CC1=C(N)Oc2cc(N)ccc2C1C1CC=CCC1 (stereo not drawn)	1	-4	10	37	-7	-5	19	10	-8	-16	15
Cc1cc(=O)n2c(n1)SCOC2	19	9	7	-2	-4	13	3	2	-18	-1	-3
Cn1c(SCC(=O)N2CCCc3ccccc32)nnc1-c1ccccc1	-6	-18	-6	5	3	-8	-4	-4	-28	22	6
CCc1nn(-c2ccccc2)c(N)c1C#N	6	-7	-2	13	-1	9	-13	-5	-3	-8	4
COCCCNC(=S)Nc1ccc(CC(=O)O)cc1	18	-3	-9	4	-4	9	8	1	15	6	-1
O=C(Cc1ccc(Cl)c(Cl)c1)Nc1ccc2[nH]c(=O)[nH]c2c1	11	-5	-23	-7	2	27	-5	-1	-24	22	-13
Cc1ccc(CNC(=O)c2ccc(COc3ccccc3)cc2)cc1	2	-3	-6	-7	-1	-33	-3	-1	-15	-3	0
O=C(NCCC1=CCCCC1)C(=O)NCc1ccccc1	-2	-17	-18	-26	3	-9	-7	-10	-22	8	-33
CNS(=O)(=O)c1cc(N)ccc1C	-4	6	18	35	4	13	13	-2	-25	-9	-6
COc1ccccc1C(=O)Nc1c[nH]c(=O)[nH]c1=O	-6	-17	-20	3	52*	-3	-10	-10	-13	14	-10
Cc1cccc2cc(CN(Cc3ccco3)C(c3nnnn3CCc3ccccc3)C(C)C)c(=O)[nH]c12 (stereo not drawn)	16	2	7	27	-3	6	-7	11	-1	-1	7
COc1ccc(-n2cnnc2SCC(=O)NC2CCCc3ccccc32)cc1 (stereo not drawn)	-5	-13	4	13	7	-3	-9	5	9	8	-14
O=[N+]([O-])c1cccc(S(=O)(=O)N2CCN(S(=O)(=O)N3CCOCC3)CC2)c1	-18	-2	-22	22	-2	14	-1	-5	-12	-1	12
Cc1ccc(CNC(=O)C2CCCN(c3ncnc4c3nc3n4CCCCC3)C2)cc1 (stereo not drawn)	15	15	-2	-21	0	16	8	-6	14	9	-3
CCC(C)NC(=O)CO/N=C/c1ccc(C(=O)OC)cc1 (stereo not drawn)	12	2	-10	-4	1	-7	21	28	-2	3	13
O=C(Nc1ccc2c(c1)OCO2)c1ccc(S(=O)(=O)NCC2CCCO2)cc1 (stereo not drawn)	-39	10	0	-8	1	-3	7	-3	-8	5	11

Among those listed so far, these have a CF3 group.
SMILES	NCOA3 inh	SRC1 inh	CF NFkB inh	TWEAK-Fn14 inh	EBV LMP1 NFkB	NR5A2 inv ag	NR2F2 inh	TRAIL sens C8	SRC2 inh	KKLEB cytotox	TROY NFkB inh
CSc1ccc(S(=O)(=O)N2CCC(C(=O)Nc3ccccc3C(F)(F)F)CC2)cc1	-2	-13	13	10	-8	3	21	6	3	0	3
COC(=O)C1=C(N)N(c2ccccc2C(F)(F)F)C2=C(C(=O)CCC2)C1c1ccc2c(c1)OCO2 (stereo not drawn)	-8	-5	-4	8	3	0	2	-9	11	4	10

Next compounds follow.
SMILES	NCOA3 inh	SRC1 inh	CF NFkB inh	TWEAK-Fn14 inh	EBV LMP1 NFkB	NR5A2 inv ag	NR2F2 inh	TRAIL sens C8	SRC2 inh	KKLEB cytotox	TROY NFkB inh
COc1cc2c(c(O)c1OC)-c1c(cc(OC)c(OC)c1OC)C[C@@H](C)[C@@H](C)C2	8	-3	7	6	0	2	14	-2	14	-10	10
CCOC(=O)N1CCN(C(=O)Cc2c(C(=O)O)n(C)c3ccccc23)CC1	-13	-7	-10	1	6	11	5	1	0	-4	-12
C=CCn1c(-c2ccc(OC)cc2)nc2nc3ccccc3nc21	-25	-45	1	20	-7	-34	0	27	-35	-14	-3
O=C1CCC/C(=N/Nc2ccc(Cl)cc2)C1	-10	-8	-9	-20	-9	-2	-21	-2	-4	-1	-12
O=C(CCC1CCCC1)NCc1ccccn1	-21	-7	6	-11	5	-11	-7	11	5	4	-10
Cc1cc(C(=O)NC2CCCN(Cc3ccccc3F)C2)n[nH]1 (stereo not drawn)	13	2	16	0	0	7	29	-4	-8	-12	-4
CC(CCc1ccc(O)cc1)N1CCC(Oc2ccc(C(=O)N3CCCC3)cc2)CC1 (stereo not drawn)	-1	9	-10	-11	5	0	4	-4	3	0	8
COc1cc(N=Nc2ccc(C)cc2S(N)(=O)=O)c(C)cc1N	-11	-20	-5	-27	-17	32	-12	3	0	8	-31
COc1ccc(S(=O)(=O)N2CCCCC2)cc1C(C)C	-30	0	-4	-16	1	-30	-3	0	-12	1	1
CN(C)CCN1CC(O)=C(c2nc3ccccc3s2)C1=N	2	-1	-4	-16	1	13	5	-18	-25	4	-14
CNS(=O)(=O)/C=C/c1ccccc1	-7	4	13	2	3	11	7	-7	-7	3	11
O=C(N/N=C/c1cnc(N2CCCCC2)s1)c1ccc(Cl)cc1	3	13	-4	-26	2	-1	-4	18	-4	-3	-14
Cc1nn(Cc2c(F)c(F)c(F)c(F)c2F)c(C)c1NC(=O)c1ccc(COc2ccccc2Cl)o1	-7	-10	-9	-10	11	-8	21	-4	-19	-39	30
Cc1cccc(N2CCN(S(=O)(=O)c3ccc(-c4ccc(=O)[nH]n4)o3)CC2)c1C	-10	13	-13	-38	-2	-5	-3	23	2	4	18
C=CCc1c(C)nc(SC(C)C)[nH]c1=O	-2	8	6	8	5	0	2	6	42	8	11
CC(Sc1nc(-c2ccccc2)cc(C(F)(F)F)n1)C(=O)N1CCC(C(N)=O)CC1 (stereo not drawn)	8	7	11	-7	1	-10	-7	-10	-9	-4	-8
CCC(CO)NC(=O)c1cccc(S(=O)(=O)N2c3ccccc3CC2C)c1 (stereo not drawn)	14	9	2	23	-2	2	-9	8	-26	1	x
O=C(Nc1c[nH]c(=O)[nH]c1=O)c1ccc2c(c1)C(=O)N(c1cccc([N+](=O)[O-])c1)C2=O	3	0	6	-9	-7	-2	24	3	-1	-7	13
S=C1N[C@H]2CCCC[C@@H]2N1	9	-16	-3	8	x	0	8	2	-27	-2	2
Cc1cc(C)c(CN2CCC(n3nccc3NC(=O)c3ccccc3Cl)CC2)cc1C	7	5	-43	-16	1	9	8	17	-9	18	12

Rows were taken by chance; any-hit rate near 4.2%.
